High-throughput results as filed in PubChem.
GDH-TPI inh: GDH-TPI coupling enzyme inhibitors, primary screen, artefact control for M. tuberculosis FBA inhibitor project, biochemical, absorbance, full deck; GDH-TPI coupled enzyme counterscreen, NADH absorbance; inhibition, % at 4.8 µM; 360,000 tested, 1.2% active; AID 588335, 2011;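 further: 0% = DMSO wells and 100% = wells lacking the enzyme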
BoNT F protease: BoNT/F light chain protease inhibitors, primary screen, biochemical, flow cytometry, MLPCN library. Botulinum neurotoxin type F light chain protease (Clostridium botulinum). Multiplex microsphere protease cleavage assay. inhibition, % at 10 µM. 360,000 tested, 0.22% active. AID 588497, 2011; in the data active means inhibition above about 35%, passing the limit was not always enough; inconclusive means no clear call, values can overlap the other calls; further: plate controls were buffer without enzyme for full effect and enzyme alone for no effect
Mtb FBA inh: Mtb FBA enzyme inhibitors, primary screen, biochemical, fluorescence, strain H37Rv | Fructose-bisphosphate aldolase (Mycobacterium tuberculosis (strain ATCC 25618 / H37Rv)), … | purified M. tuberculosis FBA, fluorescence read-out | inhibition, % at 1 µM | 360,000 tested, 2.3% active | AID 588726, 2011; in the data active means inhibition above about 27%;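 further: 0% = vehicle and 100% = reference inhibitor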
Target sequence (P9WQA3 whole entry, looked up): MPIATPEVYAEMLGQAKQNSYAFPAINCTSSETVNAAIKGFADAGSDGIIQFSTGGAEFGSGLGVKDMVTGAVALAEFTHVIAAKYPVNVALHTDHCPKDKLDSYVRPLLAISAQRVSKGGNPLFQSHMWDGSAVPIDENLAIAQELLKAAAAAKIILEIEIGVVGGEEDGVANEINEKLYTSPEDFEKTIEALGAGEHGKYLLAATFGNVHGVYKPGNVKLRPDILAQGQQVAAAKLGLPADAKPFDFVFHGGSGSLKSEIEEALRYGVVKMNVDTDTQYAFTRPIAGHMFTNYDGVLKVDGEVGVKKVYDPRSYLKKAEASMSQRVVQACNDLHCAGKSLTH
PrPC TRFRET: inhibitors of human cell surface prion protein PrPC, primary screen, cell-based, TR-FRET; Major prion protein (Homo sapiens), P04156; TR-FRET read-out; inhibition, % at 13.8 µM; 370,000 tested, 0.43% active; AID 720596, 2013; in the data active means inhibition above about 24%; further: 0% = median of the test wells and 100% = reference compound wells
FadD28 binding: inhibitors of FadD28 bisubstrate probe binding, primary screen, biochemical, fluorescence polarization, single point; Mycobacterium tuberculosis FadD28 fatty-acid-AMP ligase; inhibition, % at 12.5 µM; 360,000 tested, 0.22% active; AID 588549, 2011; in the data active means inhibition above about 8.5%, passing the limit was not always enough; inconclusive means no clear call, values can overlap the other calls
BioA inh: M. tuberculosis BioA enzyme inhibitors, primary screen, biochemical, plate reader, single point, HTS; 7,8-diaminopelargonic acid synthase BioA (Mycobacterium tuberculosis); purified M. tuberculosis BioA enzyme; inhibition, % at 9.99 µM; 360,000 tested, 0.096% active; in the data active means inhibition above about 40%; inconclusive means no clear call, values can overlap the other calls
BoNT-A LC inh2: BoNT/A light chain protease inhibitors, primary screen, biochemical, flow cytometry, MLPCN library; multiplex microsphere protease substrate cleavage; AID 588499, 2011; 360,000 tested, 0.17% active; inhibition, % at 10 µM; in the data active means inhibition above about 30%; inconclusive means no clear call, values can overlap the other calls; further: plate controls were buffer without enzyme for full effect and enzyme alone for no effect
UGM FP inh: M. tuberculosis UGM enzyme inhibitors, primary screen, biochemical, fluorescence polarization, single point; UDP-galactopyranose mutase (Mycobacterium tuberculosis (strain ATCC 25618 / H37Rv)), …; purified UGM, fluorescence polarization probe displacement; inhibition, % at 10 µM; 320,000 tested, 0.06% active; in the data active means inhibition above about 10%, passing the limit was not always enough; inconclusive means no clear call, values can overlap the other calls
Target sequence (P9WIQ1 whole entry, looked up): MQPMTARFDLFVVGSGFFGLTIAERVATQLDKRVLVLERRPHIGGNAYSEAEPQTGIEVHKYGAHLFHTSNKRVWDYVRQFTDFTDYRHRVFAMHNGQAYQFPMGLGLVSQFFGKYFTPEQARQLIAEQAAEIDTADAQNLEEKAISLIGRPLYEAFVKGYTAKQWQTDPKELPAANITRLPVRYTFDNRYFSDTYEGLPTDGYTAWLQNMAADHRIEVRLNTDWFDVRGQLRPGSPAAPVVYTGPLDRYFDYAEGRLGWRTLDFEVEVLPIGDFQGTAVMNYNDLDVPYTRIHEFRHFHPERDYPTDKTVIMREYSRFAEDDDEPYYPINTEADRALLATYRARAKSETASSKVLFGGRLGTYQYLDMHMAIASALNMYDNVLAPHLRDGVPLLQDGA
CCHF vOTU inh: CCHFV vOTU protease inhibitors, primary screen, biochemical, Pep-AMC substrate, fluorescence | AID 651958, 2012 | 370,000 tested, 0.55% active | inhibition, % at 11.5 µM; further: 0% = vehicle wells with enzyme and 100% = no enzyme wells
Active calls of the source: *; ? = inconclusive; nt = no result given. Unless noted, no stated cut-off is given here; in the data, active means inhibition above about 30%; inactive means the rest.

1	CC(=O)c1ccc(C(=O)NC2CCCN(Cc3ccccc3F)C2)cc1 (stereo not drawn)
2	CC(C)[C@H]1COCCS(=O)(=O)N1Cc1ccccc1F
3	CCc1ccc(N2CSC3=C(C#N)C(c4cccs4)CC(=O)N3C2)cc1 (stereo not drawn)
4	CCOc1cccc(NC(=O)/C(C#N)=C\c2cccnc2)c1
5	O=Cc1ccc(-c2ccccc2OC(F)(F)F)o1
6	COc1ccc(C(=O)C2CCCN(Cc3cccn3-c3ccc(Cl)cn3)C2)c(OC)c1 (stereo not drawn)

assay / entry	1	2	3	4	5	6
GDH-TPI inh	13	0	7	4	16	1
BoNT F protease	24	-2	-4	4	-6	-1
Mtb FBA inh	5	-3	3	6	-1	-2
PrPC TRFRET	-3	3	nt	1	6	-3
FadD28 binding	-0.6	0.6	1.6	-1.9	-1.2	-4.0
BioA inh	1.0	0.1	0.5	nt	-2.1	nt
BoNT-A LC inh2	-2.9	0.1	-4.8	0.0	0.1	0.0
UGM FP inh	0.3	1.3	1.6	-0.8	1.0	0.0
CCHF vOTU inh	-12	-10	nt	-7	1	-7

Profiles, quoted from the list.
Entry for `CCOc1cccc(NC(=O)/C(C#N)=C\c2cccnc2)c1` → GDH-TPI inh = 4; BoNT F protease = 4; Mtb FBA inh = 6; PrPC TRFRET = 1; FadD28 binding = -1.9; BioA inh = nt; BoNT-A LC inh2 = 0.0; UGM FP inh = -0.8; CCHF vOTU inh = -7
Entry for `O=Cc1ccc(-c2ccccc2OC(F)(F)F)o1` → GDH-TPI inh = 16; BoNT F protease = -6; Mtb FBA inh = -1; PrPC TRFRET = 6; FadD28 binding = -1.2; BioA inh = -2.1; BoNT-A LC inh2 = 0.1; UGM FP inh = 1.0; CCHF vOTU inh = 1

Continuation:
7	Cc1nc2ccc(S(=O)(=O)NC(C(=O)NCc3ccco3)C(C)C)cc2s1 (stereo not drawn)
8	COc1ccc2cc(C(=O)N3CCN(Cc4ccc5c(c4)OCO5)CC3)[nH]c2c1
9	Cc1noc(C)c1C(=O)OCC(=O)NCCC1=CCCCC1
10	COC(=O)c1ccc(C2C(C(C)=O)=C(O)C(=O)N2CCO)cc1 (stereo not drawn)
11	CN(C)S(=O)(=O)Oc1ccsc1C(=O)Nc1cccc(Cl)c1
12	CCC(C)c1ccc(NC(=O)c2c([N+](=O)[O-])cnn2CC)cc1 (stereo not drawn)

assay / entry	7	8	9	10	11	12
GDH-TPI inh	0	-5	1	14	4	5
BoNT F protease	2	8	-36	-5	2	?
Mtb FBA inh	0	2	-3	1	0	-2
PrPC TRFRET	-1	-3	-8	3	6	-4
FadD28 binding	0.1	-3.5	-0.6	0.9	-4.5	2.6
BioA inh	-1.7	0.9	nt	-2.6	-1.3	0.3
BoNT-A LC inh2	-0.6	1.0	-1.3	0.2	0.7	3.8
UGM FP inh	0.4	1.4	-4.0	0.8	0.4	-0.5
CCHF vOTU inh	-3	25	-7	10	-8	2

13	Cc1ccc(NC(=O)C(C)c2ccc(-c3ccccc3)c(F)c2)cc1 (stereo not drawn)
14	Cc1ccnc(N2CCC(C(=O)NCc3ccc(F)cc3)CC2)n1
15	NS(=O)(=O)c1ccc(Nc2nc(-c3ccccc3)cs2)cc1
16	CCn1cc(Br)c(C(=O)NCc2ccco2)n1
17	Cn1c(N)c(C(=O)COc2ccc(Cl)cc2Cl)c(=O)n(C)c1=O
18	COc1ccc(OC)c(Nc2nc(-c3sc(NC(=O)CC(C)C)nc3C)cs2)c1

assay / entry	13	14	15	16	17	18
GDH-TPI inh	5	12	3	5	-2	16
BoNT F protease	-5	-2	-3	-4	3	1
Mtb FBA inh	1	3	0	0	0	-1
PrPC TRFRET	18	-1	-3	1	-2	-6
FadD28 binding	-0.2	-1.6	-1.0	-0.9	-2.7	-0.8
BioA inh	-0.6	nt	3.7	-2.6	nt	3.7
BoNT-A LC inh2	-0.9	-0.4	0.1	-1.0	-0.3	-0.1
UGM FP inh	0.4	-0.3	-0.7	-5.7	2.0	1.0
CCHF vOTU inh	14	3	-4	-1	0	6

19	CCN(Cc1ccccc1)Cc1nnnn1Cc1ccccc1
20	COc1ccc(/C(N)=N/OC(=O)Cc2ccc(C)cc2)cc1OC
21	CC(C(=O)NC1CCCc2ccccc21)N1CCN(Cc2ccc3c(c2)OCO3)CC1 (stereo not drawn)
22	C=CCOc1cccc(C2/C(=C(\O)c3ccc4c(c3)OCCO4)C(=O)C(=O)N2Cc2cccnc2)c1 (stereo not drawn)
23	[N-]=[N+]=N[C@@H](CCN1CC[C@H](O)CCC1=O)c1ccccc1
24	S=c1[nH]nc(/C=C/c2ccccc2)o1

assay / entry	19	20	21	22	23	24
GDH-TPI inh	0	6	2	8	8	9
BoNT F protease	-6	1	1	1	5	-3
Mtb FBA inh	1	5	1	-4	1	4
PrPC TRFRET	8	8	8	3	1	1
FadD28 binding	-3.0	-0.8	-0.4	-2.3	-1.8	-1.6
BioA inh	-1.4	nt	-1.1	nt	0.5	nt
BoNT-A LC inh2	-0.1	0.7	0.3	0.1	-0.5	-0.3
UGM FP inh	0.2	0.3	-1.0	0.6	-1.0	2.9
CCHF vOTU inh	0	12	11	9	0	1

25	O=S1(=O)CC2N=C(N(Cc3ccc(F)cc3Cl)c3ccccc3F)SC2C1 (stereo not drawn)
26	CC(=O)CC1c2cc(F)ccc2C=C(c2ccsc2)N1c1ccc(C#Cc2cncn2C)cc1 (stereo not drawn)
27	CCN(C(=O)COC(=O)CNC(=O)c1ccc(Cl)cc1Cl)c1c(N)n(Cc2ccccc2)c(=O)[nH]c1=O
28	Cn1c(SCC(N)=O)nnc1-c1ccc(S(=O)(=O)N2CCCC2)cc1
29	O=c1c2ccccc2nc(-c2ccc(Cl)cc2Cl)n1CCCn1ccnc1
30	OC[C@@H](O)[C@@H](O[C@H]1O[C@H](CO)[C@@H](O)[C@H](O)[C@H]1O)[C@H](O)[C@@H](O)CO

assay / entry	25	26	27	28	29	30
GDH-TPI inh	-2	nt	-4	5	1	-4
BoNT F protease	-5	-3	2	-9	26	-8
Mtb FBA inh	-1	nt	-1	2	-2	1
PrPC TRFRET	2	0	2	5	-3	8
FadD28 binding	-5.4	nt	-2.7	-4.5	-2.4	-1.6
BioA inh	nt	nt	-0.2	-0.8	3.2	-3.8
BoNT-A LC inh2	0.0	2.3	-0.1	-0.5	0.7	-0.4
UGM FP inh	-0.4	nt	-0.8	-0.7	-4.0	0.9
CCHF vOTU inh	0	2	2	2	3	-5

31	COc1ccc(OC2C(=O)N(Cc3ccc4c(c3)OCO4)C2c2cccs2)cc1 (stereo not drawn)
32	CN(CC(=O)Nc1cccc(F)c1)C(=O)Cc1n[nH]c(=O)c2ccccc12
33	C[C@H](NC(=O)c1ncn(Cc2ccccc2)c1C(=O)N[C@@H](C)c1ccccc1)c1ccccc1
34	Cc1cc(Cl)ccc1NC(=S)N(CCCN1CCOCC1)Cc1cccs1
35	COC(=O)c1ccc(/C=C2/C(=O)Oc3ccccc32)cc1
36	CN1CCc2c(OCc3ccc(F)cc3)cccc2C1=O

assay / entry	31	32	33	34	35	36
GDH-TPI inh	4	-3	12	4	8	2
BoNT F protease	-16	nt	2	-4	10	-5
Mtb FBA inh	-2	1	1	3	1	1
PrPC TRFRET	4	4	4	6	-1	3
FadD28 binding	-1.9	-0.7	-0.8	-2.3	0.8	-3.9
BioA inh	0.1	nt	-1.3	3.0	nt	nt
BoNT-A LC inh2	-1.3	nt	0.9	0.5	2.6	-0.3
UGM FP inh	-1.3	-1.9	-1.4	-0.1	-0.9	4.3
CCHF vOTU inh	3	0	8	8	1	-15

37	CC1CC(C)(C)N2C(=O)C(=C(C#N)C#N)c3cccc1c32 (stereo not drawn)
38	CC1CCCCC1NC(=O)c1ccc(S(=O)(=O)NCC2CCCO2)cc1 (stereo not drawn)
39	COc1ccc(NC(=O)N2CCOCC2)cc1OC
40	CCc1nnc(SCC(=O)NCCC2=CCCCC2)nc1CC
41	Cc1ccc(C)c(C(O)c2ncc(-c3ccc(Cl)cc3)[nH]2)c1 (stereo not drawn)
42	Cc1ccc(CC(=O)Nc2ccc(OC(F)F)c(Cl)c2)cc1C

assay / entry	37	38	39	40	41	42
GDH-TPI inh	0	4	-4	9	7	7
BoNT F protease	?	-5	-28	3	-5	-3
Mtb FBA inh	4	4	2	0	1	-3
PrPC TRFRET	3	-5	1	3	1	2
FadD28 binding	-1.2	-1.1	-0.9	0.1	0.5	-3.1
BioA inh	nt	-1.2	-1.4	2.9	0.4	nt
BoNT-A LC inh2	?	-1.0	-1.5	2.6	-0.4	-0.3
UGM FP inh	-2.0	-0.3	-0.7	2.1	nt	0.6
CCHF vOTU inh	19	1	-1	13	13	-8

43	CCCc1cc(Nc2ccccc2OCC)n2ncnc2n1
44	O=C(NCc1ccc(F)cc1)c1cc(C2CCCCN2C(=O)c2ccccc2)on1 (stereo not drawn)
45	Cc1cccc(CSc2nnc(-c3ccco3)o2)c1
46	CN(C)S(=O)(=O)c1cccc(NC(=O)CCc2c[nH]c3ccccc23)c1
47	COCCNC(=O)CN(C(=O)CCC(=O)Nc1ccccn1)c1cc(C)ccc1C
48	Cc1ccc(SC(C)C(=O)NCc2ccc(F)cc2)cc1 (stereo not drawn)

assay / entry	43	44	45	46	47	48
GDH-TPI inh	14	4	0	6	5	4
BoNT F protease	1	-9	-6	1	?	0
Mtb FBA inh	-7	-2	2	3	-2	4
PrPC TRFRET	-5	-7	-2	11	2	11
FadD28 binding	-2.6	-1.3	-3.3	?	0.7	-2.3
BioA inh	-0.4	-0.4	nt	nt	-0.4	nt
BoNT-A LC inh2	0.8	-0.4	-0.7	0.5	5.8	-0.5
UGM FP inh	-1.3	nt	-0.2	-0.4	-0.8	-0.3
CCHF vOTU inh	-1	5	-1	-2	-2	-9

49	COc1ccc(CCNC(=O)Nc2ccc3nc([C@@H]4O[C@H](CO)[C@@H](O)[C@H](O)[C@H]4O)[nH]c3c2)cc1Br
50	CCOC(=O)c1c(CN(CC)CC)n(C)c2cc(Br)c(O)cc12
51	Nc1ccc2oc3ccccc3c2c1
52	Cc1ccc(C)c(N2CCN(C(=O)C3CCN(c4nc(C)cc(C)n4)CC3)CC2)c1
53	CCOc1ncccc1C(=O)OCC(=O)NC(=O)NC(C)C

assay / entry	49	50	51	52	53
GDH-TPI inh	3	22	5	0	-7
BoNT F protease	-7	-1	-12	-2	-2
Mtb FBA inh	0	-3	27*	5	1
PrPC TRFRET	0	3	6	-2	-2
FadD28 binding	-2.8	1.7	-1.9	-2.7	-3.2
BioA inh	0.8	nt	nt	1.3	nt
BoNT-A LC inh2	-0.5	-2.4	-1.5	0.4	0.0
UGM FP inh	nt	-1.3	nt	3.7	-1.0
CCHF vOTU inh	-3	-5	-13	-1	0
